PolyA inh – inhibitors of polyadenylation in S. cerevisiae; S. cerevisiae SKY197-pL101 polyadenylation reporter, beta-gal luminescence; efflux-impaired pdr1/pdr3 knockout yeast; score 100 = 6 SD above DMSO; calls only at 12 µM; 300,000 compounds, 0.02% hits; AID 1875;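 active = lowest replicate activity score at least 50, where 100 means six control SD above control mean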;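 also: yeast exposed to compound for 9 h at 30 °C; higher score means more reporter readthrough which indicates perturbed polyadenylation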
HSF1 inh – HSF1 inhibition; NIH3T3-HGL HSE-luciferase, MG132-induced, luminescence 8 h; stronger effect = lower value; activity change, negative = inhibition, % at 7.5 µM (by protocol); 300,000 compounds, 0.77% hits;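 active = more than half of replicate wells show activity change below -50%, luminescence cut by over half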;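 also: luciferase reports HSF-1 transcriptional activity via heat shock element; 0% = median of DMSO wells and -100% = zero luminescence signal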
GSK3A inh – inhibitors of human GSK-3 alpha kinase; P49840; ADP-Glo luminescence, 60 min; inhibition, % at 10 µM; 320,000 compounds, 0.1% hits; AID 2650;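 in the data active = inhibition above about 50%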;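 also: GST-tagged GSK-3 alpha with peptide substrate and 25 µM ATP; 0% = DMSO neutral wells and 100% = GW8510 positive control wells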
GSK3beta inhib – blocks human GSK3beta kinase activity. activity score (negative = inhibition), % at 10 µM. GST-GSK3beta kinase, ADP-Glo luminescence, 60 min; stronger effect = lower value. 300,000 compounds, 0.038% hits. P49841;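 active = more than half of replicate wells score below -50%, meaning over 50% inhibition versus plate controls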;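 also: 0% = median DMSO wells and -100% = median GW8510 positive control wells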
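test system = GST-tagged human GSK3beta kinase, cell-free | reagent = 25 µM ATP with peptide substrate | dosing = one dose of 10 µM per compound | schedule = 60 min reaction, RT | detection = luminescent ADP-Glo measurement of ADP formed | control set = DMSO neutral wells and GW8510 at 20 µM as positive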
Platelet DG rel – platelet dense granule release activity; human platelet-rich plasma, SFLLRN dense granule ATP release, luminescence; AID 1663; 300,000 compounds, 0.22% hits; inhibition, %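 (compounds screened at 7.5 µM in platelet-rich plasma)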;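 active = mean replicate score, as percent of positive control, at or above 50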
HSF1 activator – increases HSF-1 driven luciferase reporter signal | 300,000 compounds, 1.7% hits | activation, % at 9 µM | AID 504408 | NIH3T3-HGL HSF-1 luciferase reporter, MG132, 8 h; 100% = twice DMSO control signal;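 active = mean replicate activation of at least 50% with a set share of replicates each reaching 50%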;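 also: 0% = median of the neutral control wells and 100% = twice that signal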
AI-2 QS modul – modulates the Vibrio harveyi AI-2 quorum sensing system | Vibrio harveyi JMH597 AI-2 luminescence/OD600 ratio, 9 h; stronger effect = lower value; strain lacks LuxN and CqsS sensors; 0 = neutral-control median | activity change, % at 7.5 µM | 300,000 compounds, 0.4% hits | AID 2094; in the data active = activity change below about -75%, passing the limit was not always enough;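 also: luminescence divided by OD600 gain over 9 h not by final OD600 alone; inactives centre near 13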
HDAC3 inh – blocks human histone deacetylase 3 | O15379 | recombinant HDAC3, fluorogenic peptide/trypsin coupled, fluorescence | inhibition, % at 8.3 µM | 320,000 compounds, 0.15% hits | AID 2718; in the data active = inhibition above about 26%, passing the limit was not always enough
Dyrk1A ADPGlo – inhibitors of rat Dyrk1A kinase; ADP-Glo luminescence, NFATc1 peptide; inhibition, % at 12.5 µM; 310,000 compounds, 0.43% hits; AID 504441; in the data active = inhibition above about 50%;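 also: plate controls were vehicle with enzyme for no effect and no enzyme for full effect; many of its hits are not listed in these tables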
HSP90 refold inh – inhibitors of HSP90 luciferase refolding in rabbit reticulocyte lysate | luciferase refolding luminescence, 3 h | inhibition, % at 5.6 µM | 290,000 compounds, 0.91% hits | AID 1789;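 active = inhibition above the screen-wide mean plus 3 SD, computed separately per campaign, cut at about 16% in these data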;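 also: 0% = DMSO wells and 100% = 60 µM geldanamycin wells; inhibitors lower the luminescence because luciferase stays unfolded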
* marks the source's active call; other numbers are inactive results; i = inactive; . = no result given; & = joins results of further samples.

mol,PolyA inh,HSF1 inh,GSK3A inh,GSK3beta inhib,Platelet DG rel,HSF1 activator,AI-2 QS modul,HDAC3 inh,Dyrk1A ADPGlo,HSP90 refold inh
COc1cccc(NC(=O)CCc2c(C)nc3nc(CNC(=O)c4cccc(F)c4)nn3c2C)c1,i,1,0,-1,-8,9,23,0,-1,-1
Cc1cccc2c1CC(C)(C)N=C2C1=C(O)CC(C)(C)CC1=O,i,-13,-1,-2,-2,-30,-5,3,5,-3
CC1CCN(C(=O)Cn2c(=O)oc3cc(S(=O)(=O)N4CCCCC4)ccc32)CC1,i,-3,-1,0,4,-4,13,-2,1,1
CC(C)(C)c1nc(CN2CCCCC2)cc(CN2CCCCC2)c1O,i,4,2,.,-9,-21,.,-1,-2,1
CCCCOC(=O)C1=C(C)NC(=O)NC1c1ccc(OC)cc1 (stereo not drawn),i,-1,3,-1,-9,-3,-2,-5,19,5
O=[N+]([O-])/C(C(Cl)=C(Cl)Cl)=C(/Sc1ccccc1)N1CCCCC1,i,3,2,-2,-4,25,9,6,6,0
Clc1ccc2c(c1)C(N1CCNCC1)Cc1ccccc1S2 (stereo not drawn),i,2,5,.,0,-26,.,7,6,0
CCCCn1c(N)c(N(CC(C)C)C(=O)CN(C)S(=O)(=O)c2ccc(F)cc2)c(=O)[nH]c1=O,i,1,1,-1,-8,-3,0,-1,-5,.
COc1ccccc1CC(=O)Nc1ccc(F)cc1F,i,-10,0,-2,-22,-1,0,2,0,4
Clc1ccccc1OCCn1nnc2ccccc21,i,25,-1,1,2,34,-25,-6,5,0
CCN1C(=O)/C(=C/N(C(C)=O)c2ccccc2)N(c2ccccc2)C1=S,i,2,-2,2,2,3,21,5,1,6
CSCCC(NC(=O)c1ccccc1)C(=O)OCC(=O)c1ccc[nH]1 (stereo not drawn),i,9,-3,7,4,8,23,-3,2,-4
COc1ccc(CCNS(=O)(=O)c2ccc(S(=O)(=O)N3CCCC3)cc2)cc1OC,i,.,-3,-1,-3,.,12,3,0,2
CCOc1ccc2ccccc2c1CNCCN1CCOCC1,i,4,-3,2,6,8,4,0,-2,-6
O=C(COC(=O)c1ccc([N+](=O)[O-])o1)Nc1cccc(S(=O)(=O)N2CCOCC2)c1,i,3,5,1,-20,19,20,7,6,-7
O=C(O)C[C@H]1c2cc(F)ccc2S(=O)(=O)N1C1CCCC1,i,-7,-1,1,0,-13,-7,3,3,.
COc1ccc2c(c1)CCN(C(=O)CCl)C2C1C(=O)CCCC1=O (stereo not drawn),i,0,1,-1,0,5,17,-2,1,-1
COc1ccc([N+](=O)[O-])cc1NC(=O)CCC(=O)c1cccs1,i,2,4,1,7,-17,25,-4,0,1
COc1cc2c(cc1OC)C(c1cc3ccc(C)cc3[nH]c1=O)N(C(=O)c1ccco1)CC2 (stereo not drawn),i,11,-1,0,-13,8,10,0,3,3
CCC(C(=O)O)n1c2ccccc2c2cn[nH]c(=O)c21 (stereo not drawn),i,3,-3,1,-3,-11,4,2,8,-1
O=C(Nc1ccccc1)c1cccc(S(=O)(=O)NCc2ccco2)c1,i,-2,-3,29,7,4,0,-3,0,2
CCCCNC(=O)C1C2C=CC(C2)C1C(=O)O (stereo not drawn),i,-7,4,0,-11,-2,19,5,-1,-7
COc1ccc(CN(CC2CCCO2)C(=O)CN2C(=O)COc3ccccc32)cc1OC (stereo not drawn),i,4,-1,7,-2,6,8,1,5,-2
CCOc1ccc(-c2c(C(=O)N/N=C/c3ccc(C)cc3)nnn2-c2nonc2N)cc1,i,-1,8,-5,40,5,-7,-4,-1,0
COc1ccc(OC)c(CN2CCC(Cc3ccccc3)CC2)c1,i,-8,-1,0,-5,-4,12,-8,-3,4
Cc1ccc(OC(=O)C(F)(F)F)c2c1NCCC2,i,-8,1,-4,-9,3,7,4,0,2
Cc1ccc(CCn2c3c(c4ccccc42)CN(C)CC3)cn1,i,-2,-1,2,-7,-5,21,-2,3,3
CCn1nnc(NC(=O)C(C)(c2ccccc2)c2ccccc2)n1,i,-1,-1,2,5,0,14,-11,-6,1
Cc1ccc2nc(Cl)c(/C=N/NC(=O)CN3CCOCC3)cc2c1,i,1,-5,16,0,7,24,6,-3,.
Clc1ccc(COc2ccccc2-c2ccnc3ncnn23)cc1,i,5,-1,3,-2,13,6,0,-3,2
O=C(CSc1nnc(-c2ccco2)o1)Nc1ccccc1Cl,i,18,2,-3,-11,41,2,3,-2,2
COc1ccc(CCNC(=O)CSc2nnc(-c3ccc(F)cc3)o2)cc1OC,i,-3,1,3,-10,-19,23,-1,1,-1
CCCCCCCCCCCCN1[C@@H](CC(C)=O)c2cc(F)cc(F)c2S1(=O)=O,i,0,-3,3,0,-11,18,-2,-5,.
CC(CCc1ccccc1)NC(=O)Cc1ccccc1 (stereo not drawn),i,-4,-2,1,0,1,11,8,1,-1
NNC(=O)c1ccc2nc(-c3ccc(Br)cc3)cn2c1,i,-1,4,0,2,10,-5,-2,5,7
O=S1(=O)N=C(N2CCN(c3ccc(F)cc3)CC2)c2ccccc21,i,4,2,6,-2,-3,34,3,2,-1
CCN(CC)C(=O)CSc1nc(O)c(Cc2ccccc2)c(=O)n1-c1ccc(C)cc1,i,5,8,1,-8,8,0,8,.,-1
Cc1ccc(N2C(=O)[C@@H]3[C@H](C2=O)[C@H]2C=CC=NN2[C@@H]3C(=O)Nc2ccc(Cl)cc2)cc1,i,1,1,3,-6,6,0,2,6,1
C/C(CC(=O)NCc1ccccc1Cl)=N/NC(=O)c1ccccn1,i,8,-3,-11,-24,25,17,-8,0,10
COc1ccc(C(=O)N=C2CCC(C#N)=C3c4cc(OC)c(OC)cc4CCN23)cc1,i,.,7,-1,0,.,21,-3,16,-4
COc1cc(NC(=O)c2ccc(CNc3c(N4CCOCC4)c(=O)c3=O)cc2)cc(OC)c1,i,5,-1,3,15,3,13,6,1,1
O=C(NCc1cccc(C(F)(F)F)c1)c1ccc2c(c1)OCO2,i,-3,.,2,15,3,24,.,0,6
Cc1ccc(S(=O)(=O)N2CCC3(CC2)OCCN3S(=O)(=O)c2cccs2)cc1,i,-3,-2,2,37,-2,16,0,-19,.
O=C1CC(NS(=O)(=O)c2cccs2)CN1c1ccc(F)cc1 (stereo not drawn),i,2,0,-2,5,2,13,2,-7,.
Cc1cc(NC(=O)CSCCO)no1,i,1,0,0,0,-9,6,1,-3,-11
CCOC(=O)C1(CCc2ccccc2)CCN(Cc2ccc(O)cc2)CC1,i,5,-3,0,-2,23,55,-3,0,1
CC1(OC(=O)CCc2ccccc2)C(=O)C=C2C=C(c3ccc(C#N)cc3)N(CCc3c[nH]c4ccccc34)C=C2C1=O (stereo not drawn),i,-1,-2,0,-4,0,15,-5,11,.
CNC(=O)N(C1=NCCCCC1)c1ccc(Br)cc1,i,2,-1,2,8,-2,7,-6,0,1
COCCNC(=O)CN(c1ccc(OC)c(OC)c1)S(=O)(=O)c1ccc(C)cc1,i,-1,1,2,15,-9,13,-6,2,-3
COC(=O)C1CCN(C(=O)c2ccc(Cl)c(S(=O)(=O)NCc3cccnc3)c2)CC1,.,.,-2,-1,-3,.,14,0,3,-1
COc1cccc2c1C(=O)c1ccc3ccccc3c1C2=O,i,16,-1,-4,-32,13,5,-11,4,26*
Cc1ccc(C(=O)Nc2ccc(Br)cc2)cc1S(=O)(=O)Nc1ccccn1,i,-5,0,1,-4,-5,12,-1,7,-2
FC(F)(F)c1nc2ccccc2nc1N/N=C/c1ccc(Cl)cc1,i,.,-4,2,.,.,13,5,1,-2
Fc1ccc(/C=N/Nc2cc(N3CCOCC3)ncn2)cc1,i,7,-2,0,12,9,5,4,-5,-4
Cc1ccccc1NC1=NC(C)(C)N=C(N)N1,i,-4,-23,-1,.,20,8,-5,6,0
c1ccc(CSc2nnc(Cc3ccccc3)o2)cc1,i,13,0,3,-16,8,-33,-2,-2,-1
N[C@@H](Cc1cc(I)c(Oc2ccc(O)c(I)c2)c(I)c1)C(=O)O,i,0&0,0&-3,3&3,-1&1,3&-9,52&11,-6&-4,11&-4,14&7
Cc1cc(NC(=O)CCC(=O)N(c2ccc(F)cc2)C(C(=O)NC2CCCC2)c2ccccc2)no1 (stereo not drawn),i,1,-1,-1,3,-8,16,6,-4,-6
Cc1ccc(S(=O)(=O)NC(C)(C)C)cc1C(=O)OCC(=O)N1CCCC1=O,i,-2,-1,4,-14,-10,3,3,-12,.
Cc1ccc2nc(SCc3nnc(-c4ccccc4)o3)[nH]c2c1,i,4,-2,2,13,2,-7,5,6,-1

Following part:
mol,PolyA inh,HSF1 inh,GSK3A inh,GSK3beta inhib,Platelet DG rel,HSF1 activator,AI-2 QS modul,HDAC3 inh,Dyrk1A ADPGlo,HSP90 refold inh
CCc1nnc(NC(=O)c2ccc(Cl)c(S(=O)(=O)N3CCc4ccccc43)c2)s1,i,0,3,0,-3,-1,-8,-3,1,1
CCOc1ccccc1C1CC(=O)Nc2cc(OC)c(OC)c(OC)c21 (stereo not drawn),i,12,-2,2,-1,6,-16,-5,2,-8
COCCCn1c(Cc2csc(Nc3ccccc3)n2)nnc1SCC(N)=O,i,-3,-2,-1,-4,-1,17,9,1,2
CCC(=O)Nc1nnc(S(=O)(=O)N2CCc3ccccc32)s1,i,-6,-1,-1,-28,10,17,-2,6,8
CC(C)[C@H](NC(=O)C1CCN(C(=O)[C@H](Cc2ccccc2)NC(=O)OC(C)(C)C)CC1)C(=O)O,i,1,-1,-1,3,-15,8,-3,-2,-1
Clc1ccc(CNc2nc(CN3CCOCC3)nc3scc(-c4ccccc4)c23)cc1,i,-2,-1,2,-9,12,0,11,7,-4
CC1Cc2nc(SCC(=O)NC3CCCCC3)n(C)c(=O)c2S1 (stereo not drawn),i,5,4,-2,-2,1,9,2,.,1
Cc1ccc(S(=O)(=O)N(C)c2ccc(OCC(=O)NCc3ccco3)cc2)cc1,i,3,-1,7,6,17,22,1,2,-2
Cc1cc(SCC(=O)N/N=C/c2ccc(O)cc2O)c(C)cc1Br,i,7,4,-6,0,38,38,11,6,2
Cc1ccc2c(C)c(C(=O)N3CCN(Cc4ccc5c(c4)OCO5)CC3)oc2c1C,i,12,1,2,11,18,6,0,-3,-6
Cc1cc(C)n(-c2ncccc2[N+](=O)[O-])n1,i,-4,-2,-3,-31,5,24,-4,.,-2
COc1ccc(OCC(=O)N/N=C/C=C/c2ccccc2)cc1,i,-6,-2,1,-3,18,24,7,-2,1

Entries of single compounds as entered above. Order of values: PolyA inh | HSF1 inh | GSK3A inh | GSK3beta inhib | Platelet DG rel | HSF1 activator | AI-2 QS modul | HDAC3 inh | Dyrk1A ADPGlo | HSP90 refold inh
Shown for CCOc1ccccc1C1CC(=O)Nc2cc(OC)c(OC)c(OC)c21 (stereo not drawn) : i | 12 | -2 | 2 | -1 | 6 | -16 | -5 | 2 | -8
Shown for Cc1ccc2c(C)c(C(=O)N3CCN(Cc4ccc5c(c4)OCO5)CC3)oc2c1C : i | 12 | 1 | 2 | 11 | 18 | 6 | 0 | -3 | -6

Assay outcomes as filed in PubChem.

This is a subset; count on the stated rates, not on these rows.
